Compound activity from PubChem.
inhibitors of VEEV – inhibitors of VEEV TC-83 cytopathic effect, confirmation, Vero cells (AID 588727). Vero cells, VEEV TC-83 cytopathic effect inhibition; higher % means a stronger effect. inhibition, % at 20 µM, or IC50 in µM where a hit was titrated. hit rate 0.13% among 350,000; in the data active = a potency from the dose series; inconclusive = inhibition mostly from about 14% at the one dose, without a potency; inactive = the rest, 99 in 100 with inhibition below about 12%; note: strong numbers were not always called active
tuberculosis growth – growth inhibition of non-replicating M. tuberculosis (AID 488890); Mycobacterium tuberculosis non-replicating, growth inhibition; higher % means a stronger effect; one-dose inhibition, % at 25 µM; IC50 in µM for titrated hits; hit rate 0.39% among 320,000; in the data active = a potency from the dose series; inconclusive = inhibition mostly from about 82% at the one dose, without a potency; inactive = the rest, 99 in 100 with inhibition below about 76%;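 note: plate controls were DMSO cells for no effect and high antibiotic wells for full effect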
Salmonella PhoP GFP – Inhibition of PhoP regulon, Salmonella typhi GFP reporter cells, confirmation, 4 h (AID 1850). Salmonella Typhi PhoP-promoter GFP reporter, fluorescence, 4 h; higher % means a stronger effect. inhibition, % at 50 µM, or IC50 in µM where a hit was titrated. hit rate 0.33% among 310,000; in the data active = a potency from the dose series; inconclusive = inhibition mostly from about 25% at the one dose, without a potency; inactive = the rest, 99 in 100 with inhibition below about 19%;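 note: 0% = induced wells with vehicle and 100% = uninduced wells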
H1N1 NS1A inhibition – H1N1 influenza NS1A inhibitors, functional cell based assay (AID 504329). hit rate 0.3% among 340,000. inhibition, % at 12.5 µM, or IC50 in µM where a hit was titrated. NS1A functional cell-based assay, percent inhibition; higher % means a stronger effect; in the data active = a potency from the dose series; inconclusive = inhibition above about 27% without an active follow-up result; note: strong numbers were not always called active
M. tuberculosis HTS – M. tuberculosis growth inhibition, HTS (AID 449762); one-dose inhibition, % at 25 µM; IC50 in µM for titrated hits; M. tuberculosis H37Rv growth inhibition, 7H9 media; higher % means a stronger effect; hit rate 0.59% among 330,000; in the data active = a potency from the dose series; inconclusive = inhibition above about 70% without an active follow-up result;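 note: bacterial growth assessed after seven days of incubation; strong numbers were not always called active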
inhibitors of VEEV 10K pilot screen – further read-out of inhibitors of VEEV, marked with its call; inhibition, %; measured here: 10K pilot screen inhibition
* marks the source's active call; other numbers are inactive results; i = inactive; u = inconclusive; x = no result given.

SMILES | inhibitors of VEEV | tuberculosis growth | Salmonella PhoP GFP | H1N1 NS1A inhibition | M. tuberculosis HTS | others
Cc1c2n(c3ccccc13)CC/C2=N\O | 0.3% | 12% | 13% | -24% | 12%
O=C1NC(=O)C(=C/C=C/c2coc3ccc(Br)cc3c2=O)C(=O)N1 | x | u | -2% | x | -6%
COc1ccc(S(=O)(=O)N(Cc2ccc(OC)c(OC)c2)Cc2ccco2)cc1 | 0.4% | 22% | -8% | 1% | 12%
Cc1cc(NC(=O)CSc2nnnn2-c2ccccc2)no1 | 3.1% | -10% | 0% | -11% | -3%
COc1cc(CN(C(=O)c2ccco2)C2CCS(=O)(=O)C2)cc(OC)c1OC (stereo unspecified) | 1.4% | -8% | -6% | -8% | -2%
O=C(CSCc1ccc(F)cc1)NCc1cccs1 | 0.8% | 35% | 11% | -2% | 10%
CNc1nnc(-c2ccco2)s1 | 0.5% | -2% | -19% | 2% | 1%
COc1ccc(C(=O)/C=C2/c3ccccc3CC(C)(C)N2C)cc1OC | 1.9% | -14% | -3% | -1% | -2%
Cc1cc(C)nc(NC(=O)NS(=O)(=O)Nc2ccc(Br)cn2)n1 | 0.2% | -24% | 2% | 1% | 2%
COc1ccc(-c2nc3c(C(=O)NCCN(C)C)cccc3c3ccccc23)cc1 | 13% | x | x | -10% | x
Cc1ccc(C2=NC(C)(C)NC2=O)cc1 | 1.5% | 5% | -11% | -9% | 12% | inhibitors of VEEV 10K pilot screen=1.0
Cc1noc(NS(=O)(=O)c2ccc(NC(=O)/C=C/c3ccc(Br)cc3)cc2)c1C | 2.1% | 62% | -10% | 9% | -3%
CCOC(=O)N1CCN(C(=S)NC(=O)c2nn(C)cc2Br)CC1 | 0.7% | 9% | -7% | -6% | -4%
COc1ccc(C/C(C)=N/NC(=O)c2ccc(Cl)cc2)cc1 | 1.7% | -8% | 21% | -6% | u
Fc1c(F)c(F)c(NC2=NCCCCC2)c(F)c1F | 0.1% | -6% | -3% | 7% | -11%
CC(=O)c1cccc(NC(=O)C(C)OC(=O)c2cc(=O)[nH]c3ccccc23)c1 (stereo unspecified) | 3.2% | -14% | -1% | -4% | 26%
CCn1c(COc2ccc(Cl)c(C)c2)nnc1SCC(=O)N1CCCC1 | 1.5% | 17% | 2% | 1% | 0%
Cc1cc(C(=O)c2ccc(C(C)(C)C)cc2)c(NC(=O)CCl)s1 | 3.0% | u | -2% | 4% | u
S=C1NCCOCCOCCOCCNC(=S)N2CCOCCOCCN1CCOCCOCC2 | 0.4% | -2% | 3% | 5% | -5%
Cc1ccccc1NC1=NC(=S)N(c2ccccc2)C12CCCCC2 | 4.2% | 8% | 1% | -5% | 18%
O=C(NNS(=O)(=O)c1ccc(Cl)cc1)c1cnn(-c2ccccc2)c1-n1cccc1 | 1.7% | 18% | -1% | -10% | 0%
N=c1n(Cc2ccccc2)c2ccccc2n1CC(O)c1ccco1 (stereo unspecified) | i | x | 1% | 4% | -3%
Cc1cc(C(=O)CCC(=O)NC(C)c2ccc(S(N)(=O)=O)cc2)c(C)s1 (stereo unspecified) | 6.7% | 15% | -7% | 0% | -3%
Cc1ccc(S(=O)(=O)Nc2ccc3c(c2)OCCO3)c(C)c1NS(C)(=O)=O | 0.6% | 8% | -2% | -1% | 7%
CCn1c(-c2cccnc2Cl)nc2ccccc21 | i | -2% | -1% | -10% | -1%
SMILES | inhibitors of VEEV | tuberculosis growth | Salmonella PhoP GFP | H1N1 NS1A inhibition | M. tuberculosis HTS | others
Nc1cc2ccccc2oc1=O | 0.2% | 12% | -6% | -13% | -8%
CCOc1ccc(OCC(=O)OC(C)C(=O)NC2CCCCC2C)cc1 (stereo unspecified) | 0.7% | 40% | x | -2% | 8%
CSc1ccc(S(=O)(=O)N2CCC(C(=O)Nc3ccc(NC(C)=O)cc3)CC2)cc1 | 1.0% | -6% | -3% | -10% | 6%
COC(=O)C1CCN(C(=O)CCC2CCCCC2)CC1 | 0.6% | 70% | -2% | 5% | -7%
COc1ccc(CNC2CCCCC2)cc1 | i | 5% | -3% | -1% | 2%
O=C(CSc1ccc2nnc(-c3ccccc3)n2n1)N1CCCCC1 | 1.5% | 2% | 6% | 10% | 0%
Cn1c(O)c(/C=C2\C=Nc3ccccc32)c(=O)n(C)c1=O | 0.8% | 12% | 2% | -8% | 3%
Cc1ccc(C2CC(=O)c3cnc(NC(=O)c4ccco4)nc3C2)cc1 (stereo unspecified) | 4.5% | x | x | -6% | x
Cc1nc(NCc2ccccc2)[nH]c(=O)c1CCC(C)C | 2.7% | 33% | 3% | 6% | 5% | inhibitors of VEEV 10K pilot screen=1.8
CCOC(=O)CCc1c(C)c2ccc(OCC)c(C)c2oc1=O | x | -24% | -4% | x | -8%
CC(C)/C=C/C(=O)N1CCC(N2CCC(C(=O)N3CCOCC3)CC2)CC1 | 5.3% | -5% | 6% | -9% | -3%
COC(=O)CCSc1cc([N+](=O)[O-])cc2c1c(C1OCCS1)nn2-c1ccccc1 (stereo unspecified) | u | 25% | -29% | 4% | 0%
O=C(Cn1ccc2ccccc2c1=O)NCC(=O)N1CCC2(CC1)OCCO2 | 0.7% | -10% | 5% | -10% | 1%
O=C(NC1CCCc2ccccc21)C1CCN(C(=O)c2sccc2-n2cccc2)CC1 (stereo unspecified) | 8.9% | 29% | -3% | 4% | -1%
CCOP(=O)(c1ccccc1)C(O)c1ccc(Br)cc1 (stereo unspecified) | 1.2% | -8% | -2% | 3% | -1%
Cc1ccc(-c2nc3cc(Br)cnc3nc2-c2ccc(C)cc2)cc1 | u | 39% | -22% | 13% | 40%
Cc1ccc2c(C)c(C(=O)N(Cc3ccccc3)C3CCS(=O)(=O)C3)oc2c1 (stereo unspecified) | 2.8% | 2% | 5% | -2% | 22%
O=C(NCc1ccncc1)C1CCCN(S(=O)(=O)Cc2ccccc2)C1 (stereo unspecified) | 0.1% | -11% | -1% | -5% | -14%
CC(C)N(Cc1nc(-c2ccccc2)no1)C(=O)c1ccc(Br)o1 | 3.3% | 1% | -1% | -4% | 8%
CCOc1cc(C(=O)NC(C)C2CC3CCC2C3)cc(OCC)c1OCC (stereo unspecified) | 0.3% | -8% | 6% | x | 6%
Cc1ccc(C(=O)NC2CCN(CC(=O)Nc3c(C)cc(C)cc3C)CC2)cc1 | 0.3% | 5% | 5% | -10% | 1%
Cc1cc(=O)oc2c(C)c(OCC(=O)NC3CCN(Cc4ccccc4)CC3)ccc12 | 1.4% | 22% | 19% | -3% | 3%
COc1ccccc1Oc1nnnn1-c1ccc(C(N)=O)cc1 | i | -12% | -12% | 2% | -5%
Cc1cc(C)nc(NC(=O)COc2cc(Cl)cc(Cl)c2)n1 | 1.5% | x | -14% | -2% | -8%
CCOC(=O)c1c(NC(=O)COC(=O)c2nc(Cl)ccc2Cl)sc(C(=O)NC)c1C | 6.7% | -8% | 11% | -4% | -8%
SMILES | inhibitors of VEEV | tuberculosis growth | Salmonella PhoP GFP | H1N1 NS1A inhibition | M. tuberculosis HTS | others
COc1ccc(OC)c(NC(=O)COC(=O)CCc2ccc(S(=O)(=O)N3CCOCC3)cc2)c1 | 0.6% | -2% | x | -13% | 0%
CC(C)CC(=O)Nc1ccc(C(=O)COC(=O)Cc2n[nH]c(=O)c3ccccc23)cc1 | 1.1% | 19% | x | 0% | 0%
CCOC(=O)Cc1nnc(NC(=O)CCc2ccccc2)s1 | 1.0% | -21% | 0% | -6% | -3%
O=C(N/N=C/C=C/c1ccccc1[N+](=O)[O-])c1cc(-c2ccccc2)n[nH]1 | 9.2% | u | -5% | 2% | u
COc1cc(/C=N\Nc2ccc([N+](=O)[O-])cc2)ccc1OCC(=O)Nc1ccc(C)c(C)c1 | 1.0% | x | x | -15% | x
O=C(Nc1ccccc1)C1CC=CCC1C(=O)OCC1CCCO1 (stereo unspecified) | 2.3% | 6% | -9% | 1% | -3%
O=C(c1cccc(Oc2ccccc2)c1)N1CCOCC1 | 1.0% | 9% | -4% | -4% | -4%
COc1ccc(/C=N\NC(=O)c2cccc(Br)c2)c(OC)c1 | 0.7% | -9% | 5% | 9% | 6%
COc1ccc(CC(C)N2CCN(Cc3ccccc3)CC2)c(OC)c1 (stereo unspecified) | 0.8% | 29% | -2% | 6% | -4% | inhibitors of VEEV 10K pilot screen=0.8
CN(Cc1c(F)cccc1Cl)S(=O)(=O)c1cccs1 | i | 3% | -1% | 7% | 1%
CCn1nnnc1NCc1ccc(OCc2c(F)cccc2Cl)c(OC)c1 | 0.8% | -10% | -4% | -11% | -1%
Cc1cc(C(=O)Nc2cc(S(C)(=O)=O)ccc2Cl)c(C)o1 | 1.0% | 5% | x | -24% | 3%
O=C(COC(=O)c1nc(Cl)ccc1Cl)NCc1ccc(Cl)cc1 | 0.8% | 28% | x | -3% | -6%
CCOc1ncccc1C(=O)OCC(=O)Nc1cccc(C(C)=O)c1 | 2.9% | x | 0% | -5% | x
COC(=O)[C@@H](NCc1ccc(OC)c(B(O)O)c1)C(C)C | i | x | x | 1% | x
CCCC(c1nnnn1C(C)(C)C)N1CCN(Cc2ccccc2)CC1 (stereo unspecified) | 4.2% | 5% | 3% | -7% | 1%
Cc1nnsc1C(=O)Nc1ccc(Cl)cc1Cl | 2.9% | -2% | -3% | -4% | -1%
O=P(Cc1cc(Br)cc(Br)c1OCCO)(c1ccccc1)c1ccccc1 | 0.7% | 10% | -14% | -4% | 3%
CC(C)CC1CCCCC1OC(=O)C[N+]1(C)CCCCC1 (stereo unspecified) | 0.1% | 5% | 11% | 4% | 0%
O=C(CSc1nnnn1-c1ccc(O)cc1)c1cc2ccccc2o1 | 1.1% | 32% | 3% | -17% | -5%
CCCCN(C(=O)CCC(=O)Nc1cc(C)on1)C(C(=O)NC1CCCC1)c1ccc(OCC)cc1 (stereo unspecified) | i | 5% | 2% | -4% | 3%
CC(C)NC(=O)NC(=O)COC(=O)CCOc1ccccc1 | 1.7% | 48% | 2% | 0% | -5%
C/C(=N/NC(=O)c1ccc(C)nc1)c1ccc2c(c1)CCCC2 | 0.3% | 26% | -6% | -9% | 8%
O=C(O)c1cccc(S(=O)(=O)NCC2CCCO2)c1 (stereo unspecified) | 0.1% | 6% | 5% | 8% | 3%
COc1ccc(C(=O)COC(=O)c2c(C)noc2C)cc1Cl | 6.9% | 14% | x | 6% | -1%

Brought forward from above: 5 entries, followed by the next part.
SMILES | inhibitors of VEEV | tuberculosis growth | Salmonella PhoP GFP | H1N1 NS1A inhibition | M. tuberculosis HTS | others
CCCCN(C(=O)CCC(=O)Nc1cc(C)on1)C(C(=O)NC1CCCC1)c1ccc(OCC)cc1 (stereo unspecified) | i | 5% | 2% | -4% | 3%
CC(C)NC(=O)NC(=O)COC(=O)CCOc1ccccc1 | 1.7% | 48% | 2% | 0% | -5%
C/C(=N/NC(=O)c1ccc(C)nc1)c1ccc2c(c1)CCCC2 | 0.3% | 26% | -6% | -9% | 8%
O=C(O)c1cccc(S(=O)(=O)NCC2CCCO2)c1 (stereo unspecified) | 0.1% | 6% | 5% | 8% | 3%
COc1ccc(C(=O)COC(=O)c2c(C)noc2C)cc1Cl | 6.9% | 14% | x | 6% | -1%
CSc1ccc(CNCc2ccco2)cc1 | i | 9% | -4% | -8% | -23%
CCOC(=O)[C@H]1[C@H]2COc3ccc(C)cc3[C@@H]2N2C(=O)c3ccccc3NC(=O)[C@@]12C | i | 31% | -1% | -19% | 4%
O=C(CNC(=O)c1ccccc1)OCc1nnc(-c2ccc(Cl)cc2)o1 | 1.3% | 13% | -3% | 6% | 4%
O=C1CC(c2ccccc2)CC(O)=C1C=NCC1CCCO1 (stereo unspecified) | 0.8% | 7% | -10% | -1% | -3%
O=c1cc(CSc2n[nH]c(-c3ccncc3)n2)nc2sccn12 | 1.4% | -14% | 10% | -4% | -5%
COc1ccc(-c2cc(C(F)(F)F)nc(SCC(N)=O)n2)cc1 | 0.1% | 14% | -11% | 4% | 0%
Cc1ccc(S(=O)(=O)N2CCN(C(=O)COC(=O)CCOc3cc(C)ccc3C)CC2)cc1 | 0.5% | 66% | -3% | 15% | 4%
O=C(NCc1ccccc1Cl)c1ccc(CS(=O)Cc2ccc(Cl)cc2)o1 (stereo unspecified) | 1.8% | 16% | 4% | -4% | 12%
CCN1CCN(c2ncc(C(=O)Nc3ccccc3C(=O)OC)c3ccccc23)CC1 | 13% | 52% | 2% | -5% | 4%
COc1ccc([C@@H]2[C@@H]3C(=O)N(C(C)(C)C)C(=O)[C@@H]3[C@]3(Cc4ccc(Cl)cc4)C(=O)N(c4cccc(F)c4)C(=O)N23)cc1 | 4.2% | -9% | -15% | -20% | 4%
